Source: PubChem
PPARg SRC2 recr: agonists of SRC-2 recruitment by human PPARgamma; P37231; PPARgamma LBD-SRC-2 recruitment, biochemical; activation, % at 8 µM; actives 0.34% (n = 200,000); AID 1032; in the data active means activation above about 22%;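 further: 0% = vehicle and 100% = reference agonist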
PPARg SRC-1 ag: PPARgamma-driven SRC-1 recruitment agonism; PPARgamma-SRC-1 coactivator recruitment biochemical assay; activation, % at 8 µM; actives 0.41% (n = 200,000); AID 631; in the data active means activation above about 19%;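 further: 0% = DMSO and 100% = reference agonist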
G6PDH counter: inhibits Leuconostoc G6PDH, flagging false hits in G6PDH-based assays; AID 1020; actives 0.12% (n = 200,000); Purified L. mesenteroides G6PDH, diaphorase/resazurin coupled fluorescence, 45 min; inhibition, % at 5 µM; in the data active means inhibition above about 50%
Diaph inh CS: diaphorase inhibition or chemical oxidation counter-screen; diaphorase resazurin-to-resorufin fluorescence, NADH, 16 min; bacterial (C. kluyveri) enzyme, not human; inhibition, % at 20 µM; actives 0.69% (n = 190,000); AID 1217;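 active means primary screen inhibition at 20 µM above a set limit, cut at about 50% in these data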;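 further: plate controls were DMSO with full reaction for no effect and wells lacking NADH for full effect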
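controls = No-NADH positive control and DMSO neutral control | system = Clostridium kluyveri diaphorase enzyme | timing = reaction incubation of 16 min at room temperature | signal = resorufin fluorescence 544/590 nm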
S1P3 antag: antagonists of human S1P3 receptor | Q99500 | AID 485 | actives 0.27% (n = 170,000) | inhibition, % at 4.98 µM | CHO S1P3 NFAT-BLA reporter, FRET fluorescence, antagonist mode;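 active means inhibition above the plate cutoff, the mean inhibition of test wells on that plate plus 3 SD, cut at about 28% in these data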;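 further: cells challenged with S1P at its EC80 of 0.8 µM; blue over green emission ratio from cleaved BLA substrate after 4 h stimulation; 0% = S1P-stimulated wells and 100% = unstimulated DMSO-only wells; some compounds past the cut are filed as inactive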
TR-FRET SRC-2 ct: counter-screen for PPARgamma SRC-2 recruitment agonists: TR-FRET artefact; actives 0.4% (n = 200,000); TR-FRET ratio at 8 µM; AID 1049; hits give high values; in the data active means TR-FRET ratio above about 2000; further: inactives centre near 1500
PMI act hi M6P: activators of human phosphomannose isomerase at near-saturating mannose 6-phosphate; P34949; coupled PMI enzyme assay, resazurin fluorescence, 20 min; hits give high values; 1 = untreated enzyme, 0 = substrate-free blank; activation factor at 20 µM; actives 0.34% (n = 190,000);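 active means activation factor of 2 or more at 20 µM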
Target sequence (P34949 whole entry, looked up): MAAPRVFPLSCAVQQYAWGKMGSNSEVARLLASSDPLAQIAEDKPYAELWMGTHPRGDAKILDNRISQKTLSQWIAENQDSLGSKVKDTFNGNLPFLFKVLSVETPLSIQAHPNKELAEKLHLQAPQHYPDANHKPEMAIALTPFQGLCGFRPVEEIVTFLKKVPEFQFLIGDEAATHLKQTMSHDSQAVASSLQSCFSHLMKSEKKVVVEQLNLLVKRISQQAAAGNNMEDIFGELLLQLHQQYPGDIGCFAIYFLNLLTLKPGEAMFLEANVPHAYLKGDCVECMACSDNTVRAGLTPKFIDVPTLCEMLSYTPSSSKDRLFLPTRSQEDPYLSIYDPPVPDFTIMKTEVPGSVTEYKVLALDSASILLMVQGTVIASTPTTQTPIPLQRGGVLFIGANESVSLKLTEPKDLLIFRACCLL
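test system = human PMI in coupled enzyme assay | medium = HEPES-buffered pH 7.4 with magnesium and detergent | also added = 1.0 mM mannose-6-phosphate substrate with 0.22 mM NADP+ | compound = 20 µM single dose | times = 20 min incubation at room temperature | measured by = resorufin fluorescence (Ex 544/Em 590 nm) from resazurin via diaphorase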
ROMK mod: modulators of human ROMK potassium channel | P48048 | Tet-inducible ROMK, thallium flux fluorescence; actives lie on both sides | B-score at 10 µM | actives 2% (n = 130,000);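 active means signal ratio slope over the read window, or its plate-corrected B-score, at least 3 SD from the plate mean, either direction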;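 further: B-score of the F/F0 ratio slope over 7 to 12 s after thallium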
Target sequence (P48048 whole entry, looked up): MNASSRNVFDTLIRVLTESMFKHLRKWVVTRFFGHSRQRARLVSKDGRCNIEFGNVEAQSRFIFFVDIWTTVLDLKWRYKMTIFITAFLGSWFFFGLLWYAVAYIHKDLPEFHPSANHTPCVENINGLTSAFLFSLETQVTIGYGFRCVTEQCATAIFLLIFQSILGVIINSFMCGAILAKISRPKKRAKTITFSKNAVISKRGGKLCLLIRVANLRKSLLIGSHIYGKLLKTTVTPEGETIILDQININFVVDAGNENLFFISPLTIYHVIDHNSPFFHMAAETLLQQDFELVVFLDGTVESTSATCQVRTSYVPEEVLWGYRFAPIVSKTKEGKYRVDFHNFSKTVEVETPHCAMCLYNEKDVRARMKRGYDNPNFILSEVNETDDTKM
Diaph act CS: activates diaphorase or chemically reduces, flagging diaphorase assay artifacts; Diaphorase/resazurin coupled assay, resorufin fluorescence, 16 min; hits give high values; 1 = vehicle wells, 0 = NADH-free wells; AID 1229; activation factor at 20 µM; actives 0.005% (n = 190,000);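 active means diaphorase activity raised at least twofold by the compound at 20 µM; inactive means activation factor below 2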
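Material: Purified diaphorase enzyme from Clostridium kluyveri | Buffer or medium: 50 mM HEPES pH 7.4 with 4.542 mM MgCl2, 0.005% Tween 20 | Times: 16 min enzyme reaction, ambient temperature | Signal: Red resorufin fluorescence at 544/590 nm excitation/emission | Measure: Increased resorufin signal from activators or reducing compounds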
PPARg SRC3 recr: PPARgamma-driven SRC-3 recruitment agonism; biochemical PPARgamma/SRC-3 coactivator recruitment assay; activation, % at 8 µM; actives 0.26% (n = 200,000); in the data active means activation above about 23%;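 further: 0% = DMSO and 100% = reference agonist; some compounds past the cut are filed as inactive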
PMI activator: phosphomannose isomerase (human) activation | P34949 | purified human PMI, coupled resazurin fluorescence, 20 min; hits give high values; 1 = vehicle control, 0 substrate-free wells | activation factor at 20 µM | actives 0.005% (n = 190,000) | AID 1214;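 active means activation factor of 2 or more at 20 µM, relative to plate controls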
An asterisk follows results filed as active; . = not tested or not shown.

SMILES	PPARg SRC2 recr	PPARg SRC-1 ag	G6PDH counter	Diaph inh CS	S1P3 antag	TR-FRET SRC-2 ct	PMI act hi M6P	ROMK mod	Diaph act CS	PPARg SRC3 recr	PMI activator
OC1(c2cccc(C(F)(F)F)c2)CCN(c2ccc(-c3ccccc3)nn2)CC1	0	0	8	9	.	1555	1	.	0.9	7	0.9
CCc1ccc(N(C(=O)c2csnn2)C(C(=O)NC(C)(C)C)c2ccccn2)cc1 (centres undefined)	8	2	4	5	-3	1607	1	0.74	1	0	1
C=CCOc1c(CNc2ccc(C(=O)O)cc2)cccc1OC	9	8	2	10	-4	1397	1	0.35	0.9	2	0.9
Cc1cc(C)n(CC2CC(=O)N(c3cc(Cl)cc(Cl)c3)C2=O)n1 (centres undefined)	9	3	3	10	-1	1619	1	-0.43	0.9	-5	0.9
O=C(COc1ccccc1)NCC1CCCO1 (centres undefined)	5	-1	10	6	.	1493	0.9	.	0.9	3	1
COc1ccc(C(=O)C(CN2CCOCC2)c2ccccc2)cc1F (centres undefined)	-1	-3	-3	10	2	1518	1.1	-0.97	0.9	-1	1
COc1cc(C(=O)NCC(c2ccco2)N2CCCC2)ccc1OCc1c(C)noc1C (centres undefined)	1	-1	-26	10	.	1362	0.9	0.32	0.9	0	0.9
O=C(C1=C(O)C(=O)N(CC2CCCO2)C1c1cccnc1)c1ccco1 (centres undefined)	3	3	1	10	2	1600	1.1	0.52	0.9	7	1.1
O=C(CSCc1ccc(Cl)cc1)Nc1ccccc1O	0	2	1	25	-15	1270	0.8	2.3*	0.8	-5	0.8
CN(C)S(=O)(=O)c1cccc(C(=O)OCC(=O)Nc2ccccc2OC(F)F)c1	-7	-1	5	26	5	1490	0.9	.	0.7	-1	0.9
Cc1cc(NC(=O)C2CCCN(S(=O)(=O)c3c(C)noc3C)C2)no1 (centres undefined)	-5	1	0	21	7	1657	0.9	.	0.8	13	0.9
Cc1cc(C)c(C#N)c(SCC(=O)NC(C)(C)C)n1	4	2	6	22	.	1561	1	.	0.8	1	1.1
COc1ccc(OC)c2c1CCC2=O	3	-5	4	0	.	1603	1	0.8	1	-1	1
OC(Cc1cccnc1)(Cc1cccnc1)c1cc2ccccc2[nH]1	8	1	2	6	5	1483	1	0.098	0.9	7	1
CCn1c(=O)cc(OCC(=O)Nc2ccccc2N2CCN(C)CC2)c2ccccc21	-9	-4	-4	10	-10	1350	1	.	0.9	-8	0.9
Cc1ccccc1OCC(=O)N/N=C/c1cc2ccccc2nc1Cl	-2	-2	5	14	.	1448	0.9	-0.085	0.9	2	0.9
COc1cc(CNC(C)c2ccccc2)c(Br)cc1OCC(N)=O (centres undefined)	1	4	-5	12	.	1512	1	-0.28	0.9	-2	1
O=c1c2ccccc2[nH]c(=S)n1CCN1CCN(Cc2ccccc2)CC1	13	0	-34	24	29	1466	0.8	-0.036	0.8	-11	0.8
Cc1ccc(C(=O)Nc2sc3c(c2C(=O)NCc2ccco2)CCCC3)cc1	-3	1	-2	10	.	1578	1	.	0.9	-7	0.9
CC1CCCC(C)N1Cc1cn2ccccc2n1 (centres undefined)	-5	4	7	10	-50	1721	1	-0.0081	0.9	3	1
COc1cccc(NC(=O)/C=C/c2ccco2)c1	3	5	3	17	-19	1580	0.8	0.28	0.8	3	0.8
Cc1ccc(Oc2ccc3c(c2)C(=O)N(c2ccc(S(=O)(=O)Nc4nccs4)cc2)C3=O)cc1	-2	9	5	22	.	1664	0.8	0.9	0.8	8	0.8
Cc1ccc2cc(C#N)c(NCc3ccco3)nc2c1	3	10	-4	10	-8	1483	1	0.13	0.9	-10	0.9
CC1(N2CCCCC2)CC2(O)C(=[N+]1[O-])CCC/C2=N\O (centres undefined)	7	-5	-19	12	-4	1762	0.8	.	0.9	-2	0.8
C=CCNC(=O)COC(=O)/C=C/c1cccs1	-3	5	2	0	4	1476	1	0.097	1	2	0.9
SMILES	PPARg SRC2 recr	PPARg SRC-1 ag	G6PDH counter	Diaph inh CS	S1P3 antag	TR-FRET SRC-2 ct	PMI act hi M6P	ROMK mod	Diaph act CS	PPARg SRC3 recr	PMI activator
CCCOc1ccc(-c2csc(NC(=O)CN3C(=O)CCC3=O)n2)cc1	-5	0	4	1	4	1380	1	.	1	-3	0.9
Cc1onc(-c2ccccc2)c1C(=O)Nc1ccc(OC(C)C)cc1	1	2	1	12	-25	1445	1	.	0.9	5	0.9
COc1ccc(-c2nnc3ccc(SCC(=O)Nc4nc5ccccc5s4)nn23)cc1OC	0	-2	-11	14	-2	1605	1	.	0.9	-1	0.9
Cc1ccc(S(=O)(=O)/N=C(/c2ccc(F)cc2)N2CCCC2)cc1	-5	-1	7	8	-4	1457	1	0.46	0.9	3	0.9
CC(C)(C)c1ccc(Cn2nnc3c(=O)[nH]c(C4CCCN(C(=O)Cc5cccs5)C4)nc32)cc1 (centres undefined)	4	3	5	31	10	1720	0.8	0.26	0.7	-1	0.8
Cc1ccc(S(=O)(=O)N(C)c2ccc(N)cc2)cc1	-2	-4	-2	8	.	1429	1	.	0.9	-4	1
CCCCN=CC1=C(O)C(C(=O)OC)C(C)(C)CC1=O (centres undefined)	3	8	-11	6	-23	1509	0.9	.	0.9	5	0.9
CC1=C(C(=O)Nc2ccc(F)cc2)C(c2cccc(C)c2)n2nc(CCCO)nc2N1 (centres undefined)	-2	9	-2	8	-13	1473	1	.	0.9	-1	0.9
Cc1ccc(SCCC(=O)NC2CC2)cc1	4	5	8	.	-5	1481	.	1.4	.	5	.
C=CCOc1c(Br)cc(CNc2ccc3[nH]c(=O)[nH]c3c2)cc1OCC	0	11	-3	12	-2	1737	0.9	-0.0031	0.9	6	0.9
CCOC(=O)c1sc2nc(C(C)C)c3c(c2c1N)CC(C)(C)OC3	-9	-7	5	55*	.	1520	1	-0.053	0.5	-8	1.1
Cc1nc(S(=O)(=O)Cc2ccccc2Cl)nc2c1CCC2	-10	-1	15	-4	0	1469	1	0.73	1	-2	1
CC(C)(C)NC(=O)NC(=O)COC(=O)CNC(=O)C1CCCCC1	3	5	3	-2	-1	1516	1	0.5	1	0	1.1
CC(=O)NC1CSCC1OC(C)=O (centres undefined)	-4	-10	0	3	8	1434	1	0.39	1	-10	1.1
O=C(Nc1cccc(F)c1)c1sc(Cl)nc1-c1ccccc1	-4	1	22	8	-15	1458	0.9	-0.034	0.9	5	0.9
COc1ccc(CNC(=O)CN(c2cc(C)cc(C)c2)S(=O)(=O)c2c(C)noc2C)cc1	0	4	2	21	12	1669	0.8	.	0.8	4	1
O=C(NNc1nc(-c2ccccc2)cs1)c1ccccc1	-6	-8	4	-10	.	1332	1.2	.	1.1	-7	1
COc1ccc(C(=O)NC(Nc2ccccc2)C(Cl)(Cl)Cl)cc1 (centres undefined)	3	0	3	12	.	1586	0.8	.	0.9	0	0.9
O=C(Nc1nnc(-c2ccccc2)o1)Nc1ccccc1Cl	-2	6	23	-2	-9	1808	1	.	1	5	1
CCOc1cc(N2CCOCC2)c(OCC)cc1NC(=O)Cc1ccc(OC)c(OC)c1	-5	2	15	26	-6	1471	0.5	.	0.7	-6	0.8
O=C(CSc1ncn[nH]1)Nc1ccc(S(=O)(=O)Nc2ncccn2)cc1	-12	-6	1	14	7	1623	1.2	0.94	0.9	-3	1.2
CC(SCc1cc(=O)n2c([nH]c3ccccc32)c1C#N)C(=O)O (centres undefined)	6	6	2	42	-8	1474	0.7	-1.1	0.6	3	1
COc1ccc(Cl)cc1N(CC(=O)NC1CC1)S(=O)(=O)c1ccc(C)c([N+](=O)[O-])c1	-6	-8	16	-3	-1	1434	1	-0.42	1	8	1
CCOC(=O)N1CCN(C(=O)CCc2c(C)nc3c(c(C)nn3-c3ccc(C)c(C)c3)c2C)CC1	10	3	-15	21	-18	1449	0.8	.	0.8	-2	0.8
O=C(COc1ccccc1)NNC(=S)NC(=O)c1ccccc1	3	11	6	39	-3	1512	1.1	2.2	0.6	0	0.8
COc1ccc(C(=O)c2nc3c(n2O)CCCC3)cc1OC	8	2	7	8	.	1499	0.8	1.6	0.9	-6	1
COc1cc2c(cc1OC)C(SC)=NC1(CCCC1)C2	1	6	14	-11	-19	1344	1	-0.51	1.1	-3	1
Cc1cc(-c2nnc(CCC(=O)N(C)Cc3ccsc3)o2)no1	6	0	2	-8	-8	1767	1	1.3	1.1	3	1.1
Cc1noc(C(=O)NCc2ccc(F)cc2)c1Cl	3	-4	2	13	.	1746	1.1	.	0.9	2	1.1

Structures from the list above that have four or more nitrogen atoms, in the order listed:
SMILES	PPARg SRC2 recr	PPARg SRC-1 ag	G6PDH counter	Diaph inh CS	S1P3 antag	TR-FRET SRC-2 ct	PMI act hi M6P	ROMK mod	Diaph act CS	PPARg SRC3 recr	PMI activator
CCc1ccc(N(C(=O)c2csnn2)C(C(=O)NC(C)(C)C)c2ccccn2)cc1 (centres undefined)	8	2	4	5	-3	1607	1	0.74	1	0	1
Cc1cc(NC(=O)C2CCCN(S(=O)(=O)c3c(C)noc3C)C2)no1 (centres undefined)	-5	1	0	21	7	1657	0.9	.	0.8	13	0.9
CCn1c(=O)cc(OCC(=O)Nc2ccccc2N2CCN(C)CC2)c2ccccc21	-9	-4	-4	10	-10	1350	1	.	0.9	-8	0.9
O=c1c2ccccc2[nH]c(=S)n1CCN1CCN(Cc2ccccc2)CC1	13	0	-34	24	29	1466	0.8	-0.036	0.8	-11	0.8
COc1ccc(-c2nnc3ccc(SCC(=O)Nc4nc5ccccc5s4)nn23)cc1OC	0	-2	-11	14	-2	1605	1	.	0.9	-1	0.9
CC(C)(C)c1ccc(Cn2nnc3c(=O)[nH]c(C4CCCN(C(=O)Cc5cccs5)C4)nc32)cc1 (centres undefined)	4	3	5	31	10	1720	0.8	0.26	0.7	-1	0.8
CC1=C(C(=O)Nc2ccc(F)cc2)C(c2cccc(C)c2)n2nc(CCCO)nc2N1 (centres undefined)	-2	9	-2	8	-13	1473	1	.	0.9	-1	0.9
O=C(Nc1nnc(-c2ccccc2)o1)Nc1ccccc1Cl	-2	6	23	-2	-9	1808	1	.	1	5	1
O=C(CSc1ncn[nH]1)Nc1ccc(S(=O)(=O)Nc2ncccn2)cc1	-12	-6	1	14	7	1623	1.2	0.94	0.9	-3	1.2
CCOC(=O)N1CCN(C(=O)CCc2c(C)nc3c(c(C)nn3-c3ccc(C)c(C)c3)c2C)CC1	10	3	-15	21	-18	1449	0.8	.	0.8	-2	0.8
Cc1cc(-c2nnc(CCC(=O)N(C)Cc3ccsc3)o2)no1	6	0	2	-8	-8	1767	1	1.3	1.1	3	1.1
